# IDE act = activators of human insulin-degrading enzyme in cells; P14735; HEK cells, FAbeta-B cleavage, fluorescence polarization; 0% vehicle, 100% cell-free pure enzyme wells; activation, % at 5.96 µM; 340,000 tested, 0.073% active;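 active means activation above the mean of all tested compounds plus 3 SD, set per screening campaign, cut at about 17% in these data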
# MEKK3 PB1 HTS = raises or lowers MEK5 binding to the human MEKK3 PB1 domain; Q99759; 290,000 tested, 1.4% active; binding response (% of control), % at 10 µM; bead-based flow cytometry, Alexa488-MEK5 binding to MEKK3; actives lie on both sides; 0 = blocked by unlabeled MEK5, 100 = vehicle;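 active means binding response more than 3 SD above or below the average of its plate-row segment, actives on both sides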;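 further: Alexa488 bead fluorescence after subtracting the streptavidin-only scavenger bead signal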
# Target sequence (Q99759 whole entry, looked up, the tested form may be a part): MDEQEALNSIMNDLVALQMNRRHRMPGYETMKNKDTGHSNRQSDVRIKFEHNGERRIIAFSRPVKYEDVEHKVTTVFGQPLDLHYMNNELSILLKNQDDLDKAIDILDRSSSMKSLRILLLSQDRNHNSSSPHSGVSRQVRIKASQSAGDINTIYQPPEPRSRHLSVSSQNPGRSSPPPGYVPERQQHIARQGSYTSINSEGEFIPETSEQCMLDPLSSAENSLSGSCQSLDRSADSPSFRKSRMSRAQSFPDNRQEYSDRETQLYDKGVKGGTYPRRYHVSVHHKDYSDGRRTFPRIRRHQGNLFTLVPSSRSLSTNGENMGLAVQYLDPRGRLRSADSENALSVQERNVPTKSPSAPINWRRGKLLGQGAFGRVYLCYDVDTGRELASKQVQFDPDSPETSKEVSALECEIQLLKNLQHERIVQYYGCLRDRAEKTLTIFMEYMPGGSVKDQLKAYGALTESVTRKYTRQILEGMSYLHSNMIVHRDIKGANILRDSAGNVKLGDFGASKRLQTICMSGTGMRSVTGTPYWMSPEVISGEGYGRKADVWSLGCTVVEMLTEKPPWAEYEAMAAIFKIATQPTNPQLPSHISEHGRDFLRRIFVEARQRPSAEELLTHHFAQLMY
# p-CIP stab down = p/CIP protein destabilization; Q05BA5; F442A p/CIP-EGFP cells, EGFP fluorescence, 16 h; decrease of EGFP signal, % at 10 µM; 290,000 tested, 0.01% active; AID 1984;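 active means EGFP signal decrease of at least 30% at 10 µM or well 3 SD below plate mean, unless failing retest; inactive means the rest, including hits failing retest or dose response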; further: some compounds called inactive have numbers as strong as hits; many of its hits are not listed in these tables
# DNA FID counter = displaces DNA intercalator in HCV helicase counter-screen; inhibition, % at 7.9 µM; 290,000 tested, 0.17% active; AID 1845; DNA fluorescent intercalator displacement, fluorescence; in the data active means inhibition above about 37%;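 further: 0% = vehicle and 100% = reference compound; higher means more ethidium bromide displaced from hairpin DNA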
# VIM-2 inh = blocks Pseudomonas aeruginosa VIM-2 metallo-beta-lactamase; AID 1527; inhibition, % at 5.6 µM; purified VIM-2, nitrocefin hydrolysis, epi-absorbance fluorescence; 290,000 tested, 0.89% active;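 active means inhibition above the mean of all tested compounds plus 3 SD, cutoff set per screening run, cut at about 7.5% in these data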;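 further: red hydrolysis product quenches plate fluorescence so inhibitors raise well fluorescence; 0% = enzyme with DMSO and 100% = DMSO without enzyme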
# IMP-1 inh = inhibitors of Pseudomonas aeruginosa IMP-1 metallo-beta-lactamase; purified IMP-1, nitrocefin hydrolysis, epi-absorbance fluorescence; inhibition, % at 5.6 µM; 290,000 tested, 0.45% active; AID 1556;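 active means inhibition above the mean plus 3 SD of all compounds in the same screening run, cut at about 4.5% in these data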;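 further: 0% = IMP-1 with DMSO and 100% = DMSO wells lacking enzyme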
#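 assay system = purified recombinant IMP-1 metallo-beta-lactamase enzyme | schedule = 15 min preincubation plus 25 min reaction at 25 °C | signal = Epi-absorbance fluorescence, 480 nm excitation, 530 nm emission | read-out basis = percent inhibition from optical density relative to buffer-blank wells | controls = IMP-1 with DMSO as 0%, enzyme-free DMSO as 100%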
# SUMO HTRF inh = blocks human SUMOylation mediated by UBC9 | HTRF SUMOylation assay, SAE1/SAE2 + UBC9, in vitro | inhibition, % at 35 µM | P63279 | 290,000 tested, 0.36% active; in the data active means inhibition above about 50%, passing the limit was not always enough; further: strong numbers were not always called active
# Target sequence (P63279 whole entry, looked up): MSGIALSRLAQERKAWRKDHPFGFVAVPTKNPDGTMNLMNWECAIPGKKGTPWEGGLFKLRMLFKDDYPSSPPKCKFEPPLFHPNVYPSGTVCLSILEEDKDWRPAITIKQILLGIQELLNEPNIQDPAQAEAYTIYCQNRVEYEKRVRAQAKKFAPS
# HCV NS3 hel inh = inhibitors of Hepatitis C virus NS3 helicase; AID 1800; 290,000 tested, 0.56% active; NS3 helicase DNA unwinding, Cy5 molecular beacon fluorescence; inhibition, % at 10.9 µM;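 active means inhibition above the mean of all tested compounds plus 3 SD, set per campaign, cut at about 35% in these data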;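 further: 0% = DMSO wells and 100% = thioflavine S control wells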
#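 Assay system: hepatitis C virus NS3 helicase domain fragment enzyme. Also added: annealed dual-labelled DNA beacon duplex, ATP-started. Timing: 1 h reaction at 25 °C, ATP-initiated. Technique: Cy5 fluorescence at 0 and 60 min, beacon hairpin quenching. Evaluation: % inhibition of unwinding. Replication: one well per compound.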
# PHOSPHO1 inh = blocks human PHOSPHO1 phosphatase activity. Q8TCT1. recombinant PHOSPHO1, absorbance phosphatase assay. inhibition, % at 13.3 µM. 290,000 tested, 1.1% active; in the data active means inhibition above about 60%
# Target sequence (Q8TCT1 whole entry, looked up): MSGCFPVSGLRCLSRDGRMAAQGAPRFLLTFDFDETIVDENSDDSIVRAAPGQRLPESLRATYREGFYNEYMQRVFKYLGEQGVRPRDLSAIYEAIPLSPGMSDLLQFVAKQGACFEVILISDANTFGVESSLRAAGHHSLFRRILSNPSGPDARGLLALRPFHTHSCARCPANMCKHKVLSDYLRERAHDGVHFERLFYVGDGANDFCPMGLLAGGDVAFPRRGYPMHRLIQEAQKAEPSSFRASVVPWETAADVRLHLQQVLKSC
# * marks the source's active call; other numbers are inactive results; / = not tested or not shown.
SMILES,IDE act,MEKK3 PB1 HTS,p-CIP stab down,DNA FID counter,VIM-2 inh,IMP-1 inh,SUMO HTRF inh,HCV NS3 hel inh,PHOSPHO1 inh
Cc1ccc(-c2ccc(C(=O)NCc3ccc(Cl)cc3)o2)c2ccccc12,2.5,87.0,-1.8,-23.1,-3.6,-0.9,25.4,17.3,-13.5
Cc1ccc(S(=O)(=O)C2C(=O)N(C)C3(C)CC2c2ccccc2O3)cc1C (configuration not stated),-1.9,108.0,-14.4,-5.5,-2.0,-2.2,11.3,-2.0,1.1
COc1ccccc1NS(=O)(=O)c1cc(NC(=O)c2ccc3c(c2)OCCO3)ccc1C,3.6,96.0,-16.4,-7.5,0.6,0.0,-2.0,-11.6,-6.9
O=C(NCCCCNC(=O)c1ccc(Cl)s1)c1ccc(Cl)s1,3.6,103.0,-5.2,0.8,-3.6,-2.7,-22.7,0.8,-16.7
CCc1nnc(NC(=O)C2CCCN2C(=O)Nc2ccc(Cl)cc2)s1 (configuration not stated),0.0,102.0,0.4,-9.8,-1.7,-2.4,5.4,7.4,8.7
CC1(C)CC(=O)C=C(Nc2ccc(C(=O)O)cc2)C1,5.2,110.0,-5.7,-14.0,0.1,-2.2,22.9,7.8,2.9
O=C(c1cccc([N+](=O)[O-])c1)N1CCCC(C(=O)N2CCN(c3ccccc3)CC2)C1 (configuration not stated),6.0,105.0,-3.3,-27.1,-2.6,-1.4,2.4,4.2,/
COCCNC(=S)N1CCC(NC(=O)Nc2ccc(C)cc2)CC1,0.8,102.0,-5.3,-5.4,-1.1,-2.2,12.0,4.3,34.5
CC(C)[C@H](NC(=O)[C@H](Cc1ccccc1)n1c(=O)[nH]c2ccccc2c1=O)C(=O)N1CCC[C@H]1C(=O)O,3.6,102.0,7.5,-35.0,-1.6,-2.4,-12.2,-5.9,18.2
Cc1ccc(C(=O)Nc2ccc(N3CCOCC3)cc2N2CCOCC2)cc1,1.0,103.0,-8.3,-26.8,-2.7,-1.1,-3.6,-4.7,26.3
CC(C)c1ccc(NC(=S)NC2CCCCCC2)cc1,2.1,101.0,-9.0,-12.1,-3.5,-3.4,-11.4,-6.0,29.9
CCNC(=O)c1cc2c(=O)n3cccc(C)c3nc2n(Cc2ccc(C)cc2)c1=N,4.7,81.0,1.1,-2.7,-1.3,-3.0,11.2,-1.5,6.8
O=C(Nc1ccccc1N1CCOCC1)c1ccc2ccccc2c1,-1.8,105.0,-1.4,-30.3,-0.6,-2.6,-8.7,-10.1,36.6
COc1ccc(NC(=O)C2CCCN(c3c4c(nc5ncnn35)CCC4)C2)cc1 (configuration not stated),-6.8,104.0,-4.7,-7.6,-0.2,-1.9,20.8,-2.0,29.6
COc1ccc(C(C(=O)NCc2ccccc2)N(C(=O)c2snc(C(N)=O)c2N)c2ccccc2OC)cc1OC (configuration not stated),4.0,101.0,-9.9,-40.9,-3.5,-3.8,1.3,-19.1,31.1
Cc1ccccc1C(=O)c1cccn1CC(=O)NCc1ccc(Cl)cc1,4.9,94.0,11.8,-25.7,-0.1,-0.9,5.0,-15.0,-10.4
CCc1cc(=O)oc2cc(C)cc(OC(C)C(=O)NCc3ccccn3)c12 (configuration not stated),1.2,100.0,-10.9,-31.3,-1.9,-0.2,18.5,0.6,26.6
COc1cccc(-c2nn(-c3ccccc3)cc2CO)c1,4.2,/,8.7,-13.0,-2.7,-1.0,-5.7,-6.7,11.7
CCC1C(=O)N=C(SCC(=O)NC2CCCCC2)NC1=O (configuration not stated),2.8,107.0,0.1,4.4,-0.1,-1.2,17.5,-17.5,7.7
CC(=O)NCCC(=O)Nc1cc(S(=O)(=O)N2CCCCC2)ccc1Oc1ccccc1,-1.3,96.0,-1.3,-40.9,-0.7,-0.8,11.7,-2.5,35.2
Cc1c(Br)c(C(F)(F)F)nn1CC(=O)NCc1ccccc1,4.0,132.0*,-12.0,-3.7,-3.4,-4.7,-6.2,4.1,-1.5
CCOc1ccccc1NC(=O)C(CC(C)C)NC(=O)C1CCCCC1 (configuration not stated),1.1,101.0,-22.9,-2.9,-5.1,-3.5,-13.2,3.8,8.5
CCC1CCc2c(sc(NC(=O)c3cccnc3)c2C(N)=O)C1 (configuration not stated),-4.0,90.0,-7.5,-1.0,-3.5,-2.8,43.8,7.0,42.8
COc1ccc(/C=C2/SC(=O)N(CC(O)Cn3c4ccccc4c4ccccc43)C2=O)cc1 (configuration not stated),6.6,102.0,-7.8,-2.4,-2.9,-1.0,10.7,-2.7,-19.1
CC1CCCCN1S(=O)(=O)c1ccc(NC(=O)c2cccc(-n3cnnn3)c2)cc1 (configuration not stated),4.4,100.0,-4.6,-9.0,0.2,-1.8,1.1,-0.5,-4.2
COc1ccccc1C(c1nnnn1C(C)C)N1CCN(C(=O)c2ccco2)CC1 (configuration not stated),-0.8,99.0,3.4,-25.3,-0.8,-0.4,14.6,6.6,18.4
Cc1cc2c(N3CCCCC3C)ncnc2s1 (configuration not stated),0.6,115.0,5.3,-7.8,0.0,0.5,-7.1,-3.7,7.0
O=C(NCc1ccco1)c1ccc([N+](=O)[O-])cc1Cl,3.5,108.0,-14.9,-2.5,-1.5,-2.1,3.0,5.7,18.7
CCC1(C(=O)c2ccc(Cl)cc2)C2c3ccccc3OC(=O)C21C(=O)Nc1ccccc1 (configuration not stated),4.8,119.0,-2.1,-40.1,-2.1,-3.7,12.4,32.7,9.0
Cc1cc(=O)n2nc(N3CCCC(C(=O)NCc4ccccc4Br)C3)sc2n1 (configuration not stated),3.3,99.0,0.7,-26.8,-1.2,-1.2,-3.1,-5.4,20.7
O=C(C[n+]1ccccc1)N/N=C/c1ccc(O)cc1,-7.0,99.0,-17.5,11.9,-6.5,-4.4,15.4,-5.9,28.8
O=C(c1ccc(Br)s1)N1CCCC1,9.0,99.0,-9.1,-3.9,0.2,-4.5,24.3,9.1,12.5
COc1cccc(NC(=O)C2(S(=O)(=O)c3ccc(Cl)cc3)CC2)c1,4.5,93.0,1.9,-10.4,-1.0,-0.6,-4.4,1.2,36.8
O=C(NN1C(=O)C2C3C=CC(C4CC34)C2C1=O)c1ccc(Cl)cc1 (configuration not stated),3.5,103.0,-11.7,2.2,-7.9,-2.6,15.3,-4.0,5.4
O=C(Nc1ccc2c(c1)OCCO2)C1CCN(c2nnnn2-c2ccccc2)CC1,2.7,102.0,-1.5,-25.2,-1.1,-4.2,-7.8,3.4,-1.6
Cc1cc(/C=N/NC(=O)c2cccs2)c(C)n1-c1cnccn1,-0.2,102.0,-3.9,-4.0,-4.0,-2.5,17.2,-5.3,-134.2
C/C(=C/c1ccccc1)C(=O)N1CC(C)OC(C)C1 (configuration not stated),-0.3,101.0,-5.6,-3.8,-2.8,-2.0,-9.5,-0.1,47.7
O=C(Cn1cc(C(=S)N2CCOCC2)c2ccccc21)N1CCOCC1,0.0,105.0,-1.6,-3.0,-1.2,-2.1,11.8,-3.2,2.2
S=C(Nc1ccccc1Cl)N(CCCN1CCOCC1)Cc1ccccn1,1.8,103.0,8.5,2.5,-0.7,-4.2,5.7,-4.2,6.7
C[C@@H]1Cc2c(O)c(O)cc(O)c2C(=O)O1,2.9,104.0,5.3,/,/,/,2.0,/,-32.3
CCOC(=O)C1=C(c2ccccc2)NC(=O)NC1c1cc(Br)c(O)c(OC)c1 (configuration not stated),3.2,94.0,-6.3,-18.1,-3.7,-1.4,-37.8,-35.1,-58.0
COc1ccccc1C(=O)NCC(=O)N/N=C/c1ccc([N+](=O)[O-])cc1,0.1,72.0,10.9,3.6,1.3,0.7,2.5,-6.7,3.5
N#Cc1ccc(/C=C\c2nccc3c2[nH]c2ccccc23)cc1,-0.1,91.0,16.5,3.6,-2.3,-0.8,19.4,-13.2,12.3
COc1ccc(CN(C)C(=O)Cn2ccsc2=N)cc1OC,-1.7,99.0,2.2,-1.0,1.5,-0.5,5.4,5.1,23.3
CC(=O)c1c(C)[n+]([O-])c2ccc3c(non3O)c12,3.5,98.0,9.4,-0.8,-0.8,-3.0,-7.6,5.9,-56.0

# Reprinted at random: 2 compounds from above
SMILES,IDE act,MEKK3 PB1 HTS,p-CIP stab down,DNA FID counter,VIM-2 inh,IMP-1 inh,SUMO HTRF inh,HCV NS3 hel inh,PHOSPHO1 inh
Cc1cc(/C=N/NC(=O)c2cccs2)c(C)n1-c1cnccn1,-0.2,102.0,-3.9,-4.0,-4.0,-2.5,17.2,-5.3,-134.2
COc1cccc(NC(=O)C2(S(=O)(=O)c3ccc(Cl)cc3)CC2)c1,4.5,93.0,1.9,-10.4,-1.0,-0.6,-4.4,1.2,36.8

# Part of the list above, as tab-separated lines.
molecule	IDE act	MEKK3 PB1 HTS	p-CIP stab down	DNA FID counter	VIM-2 inh	IMP-1 inh	SUMO HTRF inh	HCV NS3 hel inh	PHOSPHO1 inh
O=C(C[n+]1ccccc1)N/N=C/c1ccc(O)cc1	-7.0	99.0	-17.5	11.9	-6.5	-4.4	15.4	-5.9	28.8
O=C(c1ccc(Br)s1)N1CCCC1	9.0	99.0	-9.1	-3.9	0.2	-4.5	24.3	9.1	12.5
COc1cccc(NC(=O)C2(S(=O)(=O)c3ccc(Cl)cc3)CC2)c1	4.5	93.0	1.9	-10.4	-1.0	-0.6	-4.4	1.2	36.8
O=C(NN1C(=O)C2C3C=CC(C4CC34)C2C1=O)c1ccc(Cl)cc1 (configuration not stated)	3.5	103.0	-11.7	2.2	-7.9	-2.6	15.3	-4.0	5.4

# (next part)
SMILES,IDE act,MEKK3 PB1 HTS,p-CIP stab down,DNA FID counter,VIM-2 inh,IMP-1 inh,SUMO HTRF inh,HCV NS3 hel inh,PHOSPHO1 inh
COc1cc(NC(=O)c2cccs2)c(C(=O)OCC(=O)c2cc(C)n(-c3ccc(F)cc3)c2C)cc1OC,2.2,101.0,-15.7,-2.9,0.1,-2.3,-2.1,1.1,11.1
C=CCCCCc1nc2ccccc2c(=O)n1N,4.8,93.0,2.4,-5.5,-0.3,-0.9,-9.3,12.3,-4.4
CCOc1ccc(NC(=O)[C@@H](NC(=O)OCc2ccccc2)[C@@H](C)CC)cc1,2.1,100.0,3.9,-2.1,-0.4,-2.5,29.2,-0.7,-26.6
COc1ccc(NC(C)=O)cc1NC(=O)CCn1c(=O)sc2ccccc21,3.7,96.0,7.7,-6.1,-2.8,-3.2,20.5,-3.6,5.3
COc1ccc(Br)cc1CN1C(=O)NC2(CCCCCC2)C1=O,0.7,99.0,1.4,-22.9,-1.4,-0.8,-6.6,-5.5,40.5
Cn1c(=O)c2c(nc(N3CCOCC3)n2CCCNC2=NCCC2)n(C)c1=O,7.8,106.0,8.4,-1.3,3.0,-1.1,14.1,0.0,27.9
C=CCc1cc(Cl)ccc1OCCOCCNCCOC,2.9,101.0,2.1,20.9,-2.6,-2.2,12.1,-12.3,23.2

# Some of the compounds tested (hit frequency here may not be typical).
